Screening results from PubChem.
p97 inhibitor – inhibitors of human p97 ATPase, primary screen, biochemical | 220,000 tested, 0.42% active | recombinant p97 ATPase, Kinase-Glo ATP luminescence, 3 h | inhibition, % at 8 µM | Transitional endoplasmic reticulum ATPase (Homo sapiens), P55072; in the data active = inhibition above about 15%;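 also: 0% = DMSO vehicle and 100% = wells lacking enzyme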
FXIa inh – human FXIa protease inhibitors, primary screen, biochemical, 1536-well; purified FXIa, Boc-Glu-Ala-Arg-AMC fluorogenic substrate; inhibition, % at 5 µM; 220,000 tested, 0.14% active; AID 798, 2007;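 active = inhibition of at least 40%; inactive = inhibition below 40%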;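 also: fluorescence of freed AMC excited at 355 nm; 0% = enzyme without compound and 100% = no enzyme blank; many of its hits are not listed in these tables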
Furin inh – human furin inhibitors, primary screen, biochemical, fluorescence intensity | purified furin, fluorogenic substrate cleavage | 220,000 tested, 0.061% active | AID 463115, 2010 | inhibition, % at 30 µM; in the data active = inhibition above about 25%; also: inactives centre near -15
FXIIa inh 1536 – human FXIIa protease inhibitors, primary screen, biochemical, 1536-well; purified FXIIa, Boc-QGR-AMC fluorogenic substrate, 2 h; inhibition, % at 5 µM; 220,000 tested, 0.3% active; in the data active = inhibition above about 40%;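 also: 0% = enzyme with no compound and 100% = blank without enzyme; many of its hits are not listed in these tables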
Wee1 degr inh – Wee1 degradation inhibitors, primary screen, cell-based, HeLa, Wee1K328M-luciferase, luminescence | reporter increase, % at 5 µM | HeLa Luc-Wee1K328M stability; 100% = proteasome inhibitor MG132 effect | Wee1-like protein kinase (Homo sapiens), P30291 | 220,000 tested, 1.2% active;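 active = activation above the mean of all tested compounds plus 3 SD, set per screening run, cut at about 8.8% in these data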;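 also: cells exposed to compound for 20 h before luminescence read; 0% = DMSO alone and 100% = MG132 at 30 µM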
Target sequence (P30291 whole entry K328M): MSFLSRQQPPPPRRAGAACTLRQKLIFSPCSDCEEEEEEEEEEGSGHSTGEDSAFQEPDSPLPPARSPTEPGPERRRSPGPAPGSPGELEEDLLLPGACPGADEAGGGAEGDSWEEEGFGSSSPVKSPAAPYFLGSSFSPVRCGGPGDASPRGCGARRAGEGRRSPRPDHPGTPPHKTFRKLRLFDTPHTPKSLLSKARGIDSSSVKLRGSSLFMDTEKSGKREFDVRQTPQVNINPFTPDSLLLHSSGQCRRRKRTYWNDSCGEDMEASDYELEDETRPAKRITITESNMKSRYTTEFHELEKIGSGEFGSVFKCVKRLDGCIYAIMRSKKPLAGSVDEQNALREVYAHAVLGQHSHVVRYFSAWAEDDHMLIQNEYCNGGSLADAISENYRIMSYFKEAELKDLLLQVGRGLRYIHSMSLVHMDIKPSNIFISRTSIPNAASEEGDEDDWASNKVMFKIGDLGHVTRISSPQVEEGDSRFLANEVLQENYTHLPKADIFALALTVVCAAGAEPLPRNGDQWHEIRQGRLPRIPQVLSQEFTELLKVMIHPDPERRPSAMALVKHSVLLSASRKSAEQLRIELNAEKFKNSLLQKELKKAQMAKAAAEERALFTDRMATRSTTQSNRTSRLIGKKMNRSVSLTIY
Cl transport mod – KCC2 cotransporter modulators, thallium flux, primary screen, cell-based, HEK293 KCC2, FluoZin-2 fluorescence, MLSMR. KCC2 cells, thallium flux FluoZin-2 fluorescence. 190,000 tested, 2.2% active. B-score of Tl+ flux slope (higher = more flux/activation; lower = inhibition) at 10 µM. Solute carrier family 12 member 5 (Homo sapiens), Q9H2X9. AID 1456, 2008;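 active = thallium flux slope and its plate-corrected score both differing from the plate sample mean at a set confidence after two filtering rounds, in either direction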;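 also: slope of fluorescence scaled to starting intensity during 10 to 20 s after thallium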
KLK5 inh – human KLK5 protease inhibitors, primary screen, biochemical, 1536-well | recombinant hK5, fluorogenic AMC substrate cleavage | inhibition, % at 5 µM | Kallikrein-5 (Homo sapiens), Q9Y337 | 210,000 tested, 0.59% active | AID 873, 2007;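 active = inhibition of 40% or more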;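 also: 0% = enzyme controls without compound and 100% = no-enzyme blanks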
Target sequence (Q9Y337 67-293 limits assumed): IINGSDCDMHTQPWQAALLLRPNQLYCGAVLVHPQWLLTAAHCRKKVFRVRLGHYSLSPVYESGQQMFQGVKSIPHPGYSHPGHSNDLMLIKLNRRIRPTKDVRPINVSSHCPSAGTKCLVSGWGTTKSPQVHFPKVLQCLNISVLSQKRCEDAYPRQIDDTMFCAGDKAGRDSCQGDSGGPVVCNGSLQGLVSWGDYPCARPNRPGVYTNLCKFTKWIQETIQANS
thrombin 1536 – human alpha-thrombin inhibitors, primary screen, counter-screen for coagulation protease inhibitor project, biochemical, 1536-well, fluorogenic AMC substrate. Prothrombin (Homo sapiens), P00734. Boc-VPR-AMC fluorogenic substrate cleavage. inhibition, % at 5 µM. 220,000 tested, 0.26% active. AID 1046, 2008;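 active = inhibition at or above 40%; inactive = inhibition below 40%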;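 also: 0% = enzyme with no compound and 100% = wells without enzyme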
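Test system: human alpha-thrombin protein / Dosing: one concentration per compound, 5 µM, with 0.2% DMSO / Medium: pH 7.5 Tris-saline with Tween 20 / Benchmarks: no-compound enzyme wells and no-enzyme blanks / Read-out basis: percent inhibition of thrombin substrate cleavage / Timing: reaction at room temperature / Measured by: fluorescence, ex 355 nm, em 460 nm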
PERK inhibitor – block of dimerizer-induced PERK translation repression, primary screen, PERK inhibitor project, CHO PERK-DD cells, SEAP luminescence, HTS; 220,000 tested, 0.17% active; inhibition, % at 5.6 µM; Eukaryotic translation initiation factor 2-alpha kinase 3 (Homo sapiens), Q9NZJ5; CHO PERK-DD fusion, SEAP luminescence translation reporter;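 active = inhibition above the mean inhibition of all tested compounds plus 3 SD, set separately per screening campaign, cut at about 2.9% in these data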;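 also: PERK kinase domain activated by AP20187 dimerizer at 100 nM; 0% = DMSO with dimerizer and 100% = rapamycin at 8.4 µM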
Numbers without * were called inactive; nt = not tested or not shown; [ ] = dose if it differs, or a comment.

SMILES	p97 inhibitor	FXIa inh	Furin inh	FXIIa inh 1536	Wee1 degr inh	Cl transport mod	KLK5 inh	thrombin 1536	PERK inhibitor
CCc1ccccc1S(=O)(=O)Cc1ccc(C(=O)NCc2cccs2)o1	-1	-8	-36	9	0	-0.95	-1	-22	0.2
CCOc1ccc2ccccc2c1/C=N\NC(=O)OC	4	6	-20	9	-2	-1.3	-13	-7	0.1
Cc1cccc(-n2cnc3cc([N+](=O)[O-])ccc32)c1	-3	-1	-11	5	-1	0.45	-11	-2	-0.8
COc1ccc(Oc2ccc(C(F)(F)F)cc2NC(=O)c2ccc(OC)cc2)cc1	-3	3	-5	9	2	-0.15	2	-1	-0.1
Cc1c(NC(=O)C(C)Sc2ccc3ccccc3n2)c(=O)n(-c2ccccc2)n1C (centres undefined)	5	2	-21[20 µM]	15	0	1.1	3	-1	0.1
Cc1cccc(OCC(=O)N2CCN(C(=O)CCC3CCCC3)CC2)c1	1	-7	-16	0	-3	0.75	11	-5	-1.3
CCN1CCN(C(=O)/C=C/c2ccc([N+](=O)[O-])cc2)CC1	-5	-1	2	-4	0	-0.87	-4	-8	-0.1
COc1ccc(Cn2c(SCC(=O)NCc3ccco3)nc3ccsc3c2=O)cc1	-4	0	-5	8	0	-1.4	-9	-5	-1.4
COc1ccc(C2OC34CCCCC3C(C#N)(C#N)C2(C#N)C(=N)O4)cc1 (centres undefined)	-4	-1	-21[20 µM]	-10	-3	0.51	-1	-17	-0.9
CCOC(=O)c1nc(C)[nH]c1C(=O)OCC	4	3	-8	15	2	-0.02	-8	2	1.5
COc1ccc(OC)c(/C=C/C(=O)NCCc2nc3ccccc3[nH]2)c1	2	-6	-12	-6	2	-0.0016	-6	-9	-1.2
COc1ccc(-c2ccc(C#N)c(SCC(=O)NCCc3ccccc3)n2)cc1OC	-6	-17	-41	-43	0	0.44	-18	56*	-0.1
O=S(=O)(NC(=S)NC1CCCCC1)c1cccs1	1	-4	-30	nt	5	2.1	-5	-6	1.0
O=C(Nc1ccc(C(F)(F)F)cc1)c1csc(-c2ccncc2)n1	-1	-8	-18	nt	5	0.61	-7	-10	0.3
Cc1ccc(S(=O)(=O)N2CCC(=O)N(CCOC(=O)Nc3ccc(F)cc3)CC2)cc1	6	17	-16	29	3	-0.13	-6	0	0.1
CC1Cc2ccccc2N1S(=O)(=O)c1cnc(Cl)c(Cl)c1 (centres undefined)	12	-6	-21	5	0	-0.0071	-5	0	0.8
CCn1c(SCC(=O)N2CCCCC2)nc2c(c1=O)SC(C)C2 (centres undefined)	5	2	-26	12	0	nt	7	1	-0.1
O=C(CCS(=O)(=O)c1cccc2nonc12)NCCc1ccccc1	0	4	-26	-2	-1	-1.1	-13	-3	0.0
Cc1sc(NC(=O)c2ccco2)nc1-c1ccc2c(c1)CC(C)N2C(=O)C1CC1 (centres undefined)	6	7	-10	1	2	-1.4	5	2	0.3
CCCCOC(=O)C(C)Nc1n[nH]c(=S)[nH]c1=O (centres undefined)	1	-12	-31[20 µM]	10	2	nt	-2	-4	0.3
Cc1ccc(C(=O)Nc2cccc(C(F)(F)F)c2)cc1NC(=O)c1csc(-c2ccncc2)n1	nt	1	-38	8	nt	-0.15	-1	0	nt
O=C(Nc1ccc2c(c1)OCO2)Nc1ccc(Cl)cc1Cl	-1	-3	-8[20 µM]	12	5	-1.1	5	-4	-0.8
COc1ccc(C(C(=O)NC(C)(C)C)N(C(=O)CNC(=O)c2cccs2)c2ccc(C(C)C)cc2)cc1OC (centres undefined)	-5	-1	-13[20 µM]	-6	-3	1.3	2	1	-1.7
NC(=O)c1nsc(C(=O)N(CCc2ccccc2)C(C(=O)NC2CCCC2)c2ccco2)c1N (centres undefined)	6	-10	-19[20 µM]	-3	0	-2.1	-9	0	-2.0
CCOC(=O)c1nnn(-c2nc(OC)nc(N3CCCC3)n2)c1-c1ccccc1	-4	6	-13[20 µM]	0	4	-0.62	-1	-23	-0.2
Cn1cnnc1SCCC(=O)Nc1ccc(Cl)cc1	-3	-3	-14[20 µM]	8	1	-0.54	-9	-3	0.5
CC(C)NC(=O)NS(=O)(=O)c1cnccc1NC1CC2CCC1C2 (centres undefined)	-4	9	-6[20 µM]	17	0	-2.6	-11	0	1.6
CCN(c1ccc(NC(=O)CSc2nnc3nc(C)cc(C)n23)cc1)C(C)C	1	-3	-19[20 µM]	22	-2	1.3	-3	5	-0.4
CCCCCCOC(=O)Nc1ccc(S(=O)(=O)Nc2cccc([N+](=O)[O-])c2)cc1	1	1	-14	7	1	0.72	-13	-6	0.3
COc1ccc(Nc2oc(-c3ccc(F)cc3)nc2C#N)cc1	-8	-4	-28	4	9.3*	0.13	-6	0	0.0
COc1ccc(NC2=C(C(C)=O)C(c3ccc(N(C)C)cc3)C(C(C)=O)C(C)(O)C2)cc1 (centres undefined)	8	-2	-16	7	6	0.34	-1	-7	1.8
COc1cccc(OC)c1-c1nnc(-c2cn(C)c3ccccc23)o1	0	3	-25	21	0	-0.087	-10	3	-1.0
CCOC(=O)c1nc(-c2ccc(OC)c(OC)c2)cnc1C#N	4	3	-27	14	0	nt	-7	-1	0.9
COC(=O)c1sccc1NC(=O)Nc1cc(C)ccc1C	4	0	-12	5	0	nt	-5	-2	1.4
Cc1cc(C)nc(NS(=O)(=O)c2ccc(N3C(=O)C4CC=C(Cl)CC4C3=O)cc2)n1 (centres undefined)	2	1	-15	19	-3	0.28	-10	4	0.2
Cc1ccc(/C=C/S(=O)(=O)N2CCC(C(=O)O)CC2)cc1	-1	3	-15	10	-2	nt	0	-8	-0.4
CC(c1ccccc1)n1cc(C(=O)NCC2COc3ccccc3O2)nn1 (centres undefined)	1	8	-20[20 µM]	19	15*	-1.2	17	-3	-0.8
CCc1nc(N)c(C#N)c(-c2ccco2)c1C	6	-4	1	2	-2	-1.6	-11	-4	0.4
CCCSc1nc2c(c(=O)[nH]c(=O)n2C)n1CCc1ccccc1	2	0	-22[20 µM]	12	0	-0.98	-16	2	0.1
O=C(COC(=O)c1n[nH]c2ccccc12)NC(=O)NC1CCCCC1	-8	-3	-14	6	-1	nt	-13	-2	-0.2

3 entries from above, with two lines to a compound:
Results follow in this order: p97 inhibitor	FXIa inh	Furin inh	FXIIa inh 1536	Wee1 degr inh	Cl transport mod	KLK5 inh	thrombin 1536	PERK inhibitor
> CCCCOC(=O)C(C)Nc1n[nH]c(=S)[nH]c1=O (centres undefined)
→ 1	-12	-31[20 µM]	10	2	nt	-2	-4	0.3
> CCOC(=O)c1nc(C)[nH]c1C(=O)OCC
→ 4	3	-8	15	2	-0.02	-8	2	1.5
> CCCSc1nc2c(c(=O)[nH]c(=O)n2C)n1CCc1ccccc1
→ 2	0	-22[20 µM]	12	0	-0.98	-16	2	0.1

Next part.
SMILES	p97 inhibitor	FXIa inh	Furin inh	FXIIa inh 1536	Wee1 degr inh	Cl transport mod	KLK5 inh	thrombin 1536	PERK inhibitor
NS(=O)(=O)c1ccc(Cl)cc1[N+](=O)[O-]	0	41*	-3	46*	-2	0.93	17	22	0.2
CCn1c(COc2ccc(=O)n(-c3ccccc3)n2)nnc1SCc1cccc(OC)c1	2	5	-17	16	-1	nt	-6	7	0.8
CCOc1ccc(CC(C(=O)NN)C(=O)NN)cc1CN(C)C	3	-2	-24[20 µM]	9	1	nt	1	1	0.6
CCN(CC)C(=O)c1nn(-c2ccccc2)c2c1C1CCC2(C)C1(C)C (centres undefined)	-5	-3	-16	4	4	0.1	-2	-11	0.6
Cc1ccc(NC(=O)N2CCCC2)cc1Cl	3	-3	-19	3	0	1.1	-11	4	1.8
O=C1CCCN1CCCN1C(=O)N[C@@H](Cc2ccccc2)C1=O	9	-3	-22	13	4	1.6	-5	-1	0.7
Cc1ccc(CN(Cc2ccccc2)C(=S)Nc2ccccc2C)o1	3	3	-28	9	-3	1.3	-1	-4	0.1
COc1ccccc1NC(=O)Cn1ncc2c1-c1ccccc1OC2	-3	3	-9	6	-1	-1.3	-10	-1	-0.3
Cc1nc(N)nc(COc2ccccc2)n1	-7	-8	-19	1	-1	1.4	4	-10	-0.6
COc1ccc(N2CCN(c3ncccn3)CC2)cc1	0	2	-16[20 µM]	7	-2	0.68	-22	1	0.6
O=C(CSc1ccc(F)cc1)NC12CC3CC(CC(C3)C1)C2	-1	-2	-6	1	3	-0.47	-6	-5	-0.2
O=C(c1ccccc1)N1CCN(Cc2c[nH]c3ccccc23)CC1	0	-5	-18[20 µM]	-6	-1	-1.8	3	-8	-0.6
Cc1cccc(-c2nc(C#N)c(NCc3ccco3)o2)c1	0	6	-42	7	6	-0.6	-6	-4	-0.1
CCc1ccc(NC(=O)CCS(=O)(=O)c2cccc3nsnc23)cc1	-3	6	-22[20 µM]	7	-1	0.11	-14	5	-0.4
CCOC(=O)N1CCC(Nc2c(Nc3ccc(F)cc3)c(=O)c2=O)CC1	1	1	-15[20 µM]	13	4	0.64	-23	0	1.9
CCOCC(O)CNc1ccccc1 (centres undefined)	5	7	-14	10	-1	0.74	-1	1	1.9
CCn1c(SCC(=O)N/N=C(\C)c2ccncc2)nnc1-c1ccc(C)cc1	2	-16	-5	2	2	0.16	36	-6	-0.7
C/C(CC1(O)/C(=N/O)CCc2nonc21)=N\O (centres undefined)	1	-1	-26	2	2	0.095	-5	-2	1.2
O=C(NCc1ccccc1F)Nc1ccc([N+](=O)[O-])cc1	7	-3	-23	5	-5	0.74	5	-12	0.9
CC(=O)Oc1ccc(-c2cccc(C(=O)N(C)c3ccc(O)cc3)c2)cc1	-2	-7	-15	-1	0	-0.71	-25	-2	0.3
CC(=O)Oc1ccc(-c2cccc(C(=O)OCC(=O)Nc3ccccc3Oc3ccccc3)c2)cc1	2	6	-13	13	0	1	-2	-7	1.8
CCCCCCn1c(CN2CCN(C(=O)OCC)CC2)nc2c1c(=O)n(C)c(=O)n2C	4	nt	-14[20 µM]	nt	-1	0.0024	nt	nt	-0.1
OCCCCNCc1ccc(OCc2ccc(Cl)cc2Cl)cc1	4	-6	-8[20 µM]	8	-1	-0.72	-15	-16	-1.7
CCC(C)Sc1nnc(-c2c[nH]c3ccccc23)n1CCOC (centres undefined)	-5	18	-12	22	0	nt	-10	4	-0.9
Cc1cc(/C=C(\C#N)C(N)=O)c(C)n1-c1ccc(N2CCOCC2)c([N+](=O)[O-])c1	3	-5	-6	5	1	-0.0031	-2	-2	-0.1
N#CCCN1CCCc2cc(N=Nc3ccc(C(F)(F)F)cc3)ccc21	-2	-11	-2	4	3	0.0026	-5	-6	0.8
O=C(c1ccco1)N1CCN(c2ccc(Cl)cc2)CC1	0	-2	-31[20 µM]	20	5	-0.29	-27	-13	0.4
Cc1ccc(NC(=O)CSc2nnc(Cn3cnc4ccccc43)o2)cc1	4	0	-22	8	-5	-1	-1	-8	1.7
Cn1c(N)c(C(=O)COC(=O)CCCc2nc3ccccc3s2)c(=O)n(C)c1=O	-6	8	-16	12	0	-1.1	11	6	0.0

Outcome played no part in choosing rows; about 4.4% have a hit in one of these screens.
